FECH block – human FECH heme synthesis enzyme inhibition | 20,000 tested, 3.3% active | calls only at 10 µM (by protocol) | purified FECH, Ni-mesoporphyrin absorbance 550 nm | P22830;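 active = enzyme reaction rate more than 3 SD below the solvent-only control wells on the same plate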;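 note: lower slope than DMSO wells means FECH inhibition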
Target sequence (P22830 whole entry, looked up): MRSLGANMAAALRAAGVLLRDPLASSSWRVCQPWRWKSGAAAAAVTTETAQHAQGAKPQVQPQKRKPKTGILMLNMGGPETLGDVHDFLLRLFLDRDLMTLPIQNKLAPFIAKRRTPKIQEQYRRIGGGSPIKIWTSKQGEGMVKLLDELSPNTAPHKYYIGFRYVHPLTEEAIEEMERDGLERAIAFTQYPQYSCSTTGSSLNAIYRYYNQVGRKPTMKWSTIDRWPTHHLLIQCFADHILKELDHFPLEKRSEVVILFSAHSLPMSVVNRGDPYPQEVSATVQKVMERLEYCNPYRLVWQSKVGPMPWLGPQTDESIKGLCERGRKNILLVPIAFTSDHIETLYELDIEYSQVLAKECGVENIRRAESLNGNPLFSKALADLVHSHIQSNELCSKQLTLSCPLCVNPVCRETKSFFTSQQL
Calls only; i = inactive; + = active, no number.

FECH block | molecule
i | CCOCCCNC(=O)C1CCN(c2ccc(-c3cccs3)nn2)CC1
i | CCCN(Cc1ccccc1OC)Cc1c(C)nn(C)c1Cl
i | COCCN1CCCC(O)(CN(C)Cc2cccc(O)c2)C1=O (stereo unspecified)
i | COc1ccc(N2CC(NC(=O)C3CCCCC3)CC2=O)cc1 (stereo unspecified)
i | Cc1cc(NC(=O)CC2CCCC2)n(-c2ncnc3c2cnn3-c2cccc(Cl)c2)n1
i | CC(C)n1nnc2cc(C(=O)Nc3ccc(S(N)(=O)=O)cc3)ccc21
i | O=C(NC1CC1)C1CNCCN1C(=O)C(c1ccccc1)c1ccccc1 (stereo unspecified)
i | O=C(Nc1ccc(Cl)c(N2CCCS2(=O)=O)c1)c1ccc2c(c1)OCO2
i | Cc1ccc(Cl)cc1N1CCN(CC(=O)Nc2cnccn2)CC1
i | O=C(Nc1ccnn1CC1=CCCN(CCO)C1)c1ccco1
i | CC(Cn1cccn1)NC(=O)c1cc(-c2ccncc2)nc2ccccc12 (stereo unspecified)
i | CS(=O)(=O)CCN1CCN(c2nccc(CCC(F)(F)F)n2)CC1
i | COc1cc(NCc2cccnc2N(C)Cc2ccccc2)ncn1
i | CN(C)c1ccc(CNC(=O)c2cc3n(n2)CC(C)(C(=O)NCc2ccc(F)cc2)N(C)C3=O)cc1 (stereo unspecified)
i | Cc1ccc(F)cc1-n1c(Cc2c(C)n[nH]c2C)n[nH]c1=O
i | Cc1cccc(Cn2c(=O)c3cnc(-c4cccnc4)nc3n(C)c2=O)c1
i | COc1cc(C)c(-c2c(-c3ccccc3)ncn2Cc2ncc[nH]2)cc1C
i | CCN(CC)CCNc1nc(Nc2ccc(F)cc2)c2cnn(-c3ccccc3)c2n1
i | O=C(NCc1ccccc1Cl)c1nc(N2CCCC2)c2oc3ccccc3c2n1
i | N[C@H](Cc1ccccc1)C(=O)N1CCCN(Cc2cccs2)CC1
i | O=C(Nc1n[nH]c(C2CCCCC2)n1)N1CCc2c([nH]c3ccccc23)C1
i | CC(Oc1ccccc1/C=C/c1ccccc1)C(N)=O (stereo unspecified)
i | CCOC(=O)N[C@H]1C[C@@H](C(=O)NCc2cccc(Cl)c2)N(C)C1
i | O=S(=O)(NCc1nc2cccnc2n1Cc1ccc(F)cc1)c1cccc(Cl)c1
i | O=C(CN1CCCN(Cc2cccc(F)c2)S1(=O)=O)NCc1ccccc1Cl
i | CN(Cc1cccc2cnccc12)C(=O)c1ccc(-n2cnnc2)cc1
i | CCc1c(C)nc2ncnn2c1Sc1ccccc1NC(=O)c1cc(Br)ccc1OC
i | Cc1cc(NC(=O)c2ccc(OC(C)C)cc2)n(-c2ncnc3c2cnn3-c2cccc(Cl)c2)n1
i | Cc1cc(N2CCCC2)nc(N2CCN(S(=O)(=O)c3ccc4c(c3)Cc3ccccc3-4)CC2)n1
i | COc1ccc(NC(=O)C2CCN(c3ccc(-c4ccc(F)cc4)nn3)CC2)c(OC)c1
i | O=C(Nc1ccc(Cl)cn1)C1CCN(c2ncnc3c2nc2n3CCCCC2)CC1
i | Cc1cnccc1NCCNC(=O)Cc1ccccn1

Six of the compounds above, as tab-separated lines.
structure	FECH block
CN(Cc1cccc2cnccc12)C(=O)c1ccc(-n2cnnc2)cc1	i
CCc1c(C)nc2ncnn2c1Sc1ccccc1NC(=O)c1cc(Br)ccc1OC	i
Cc1cc(NC(=O)c2ccc(OC(C)C)cc2)n(-c2ncnc3c2cnn3-c2cccc(Cl)c2)n1	i
Cc1cc(N2CCCC2)nc(N2CCN(S(=O)(=O)c3ccc4c(c3)Cc3ccccc3-4)CC2)n1	i
COc1ccc(NC(=O)C2CCN(c3ccc(-c4ccc(F)cc4)nn3)CC2)c(OC)c1	i
O=C(Nc1ccc(Cl)cn1)C1CCN(c2ncnc3c2nc2n3CCCCC2)CC1	i

Returning to the listing, repeating the 2 entries before the break.
FECH block | molecule
i | O=C(Nc1ccc(Cl)cn1)C1CCN(c2ncnc3c2nc2n3CCCCC2)CC1
i | Cc1cnccc1NCCNC(=O)Cc1ccccn1
i | COc1ccc(NC(C)=O)cc1-n1cnnc1
i | CCOc1ccc(C(=O)Nc2ccc(Nc3nc(C)cc(Nc4ccc(OC)cc4)n3)cc2)cc1
i | O=C(N1CCc2nc[nH]c2C1)C1(Oc2ccc(Cl)cc2)CCNCC1
i | COc1ccc(C)cc1N(C)C(=O)C1CCCN(c2ncnc3c2nc2n3CCCCC2)C1 (stereo unspecified)
i | Cn1nc(C(=O)NCc2ccccc2)c2c1CCN(C(=O)c1ccc(Br)o1)C2
i | CN(CCC1CCOCC1)C(=O)CSCc1ccccc1Cl
i | Clc1cccc(Nc2nc(N3CCOCC3)nc3c2cnn3-c2ccccc2)c1
i | COc1ccc(CCNc2c(-c3ccc4c(c3)CCCC4)c(=O)c2=O)cc1OC
i | O=C(NCCc1nc2cccnc2n1-c1ccccc1)Nc1ccccc1Cl
i | COc1ccc(C(=O)Nc2cc(C)ccc2OCc2cc(=O)n3oc(C)cc3n2)cc1
i | O=c1cc(CNc2ccccc2F)nc2nc(NCc3ccccc3)[nH]n12
i | Cc1cc(Nc2ccccc2F)n2nc(-c3cccnc3)nc2n1
i | CN(Cc1cccc2ncccc12)Cc1nnc(CC2CCNCC2)n1C
i | COc1ccc(-c2ccc(-n3cccc3)nc2)c(OC)c1OC
i | O=C(O)CN1CCC(c2cc(Cc3ccccc3)[nH]n2)CC1
i | CCc1[nH]c2c(CNC(=O)CN3CCC(N(C)C)C3)cc(C)cc2c1C (stereo unspecified)
i | CC(C)c1nccc(CN2CCC(NS(C)(=O)=O)CC2)n1
i | O=C(Nc1ccc2c(c1)OCCO2)N1CCC(n2cnc3cccnc32)CC1
i | CN(CC(=O)NCc1ccccc1F)Cc1cccc2ncccc12
i | CCC(=O)Nc1cccc(C(=O)NCc2nc(Cc3cccs3)no2)c1
i | COc1ccc(-c2ccoc2)cc1CNC1CCCC1
i | Cc1nc2sc(C(=O)N3CCOC(CCCC(C)C)C3)c(C)c2c(=O)[nH]1 (stereo unspecified)
i | CC(C)n1c(CNS(=O)(=O)c2cccc(Cl)c2)nc2cccnc21
i | O=C1NCCN1CCn1ccnc1-c1ccc(-c2ccccc2Cl)o1
i | O=C(c1cnc(-c2cccnc2)nc1)N1CCCC(Oc2ccc(F)cc2)C1 (stereo unspecified)
i | CCCc1cc(Sc2ccc(NC(=O)c3ccc(F)cc3)cc2)n2ncnc2n1
i | COCC1(C(=O)N2CCN(CCc3ccncc3)CC2)CCC1
i | CCCc1cc(Sc2ccc(NS(=O)(=O)c3ccccc3)cc2)n2ncnc2n1
i | c1ccc(-c2noc3c2CN(c2cc(N4CCOCC4)ncn2)CC3)cc1
i | COCCCNC(=O)C1CCN(c2ccc(-c3ccc(C)cc3)nn2)CC1
i | Cc1oc(-c2ccccc2Cl)cc1C(=O)N1CCNC(=O)CC1
i | Cn1nc(-c2ccccc2)c2c1NC(=O)CC2COCc1ccccc1 (stereo unspecified)

In a second layout: 3 of the compounds above
structure: CCCc1cc(Sc2ccc(NC(=O)c3ccc(F)cc3)cc2)n2ncnc2n1
  FECH block = i

structure: COCC1(C(=O)N2CCN(CCc3ccncc3)CC2)CCC1
  FECH block = i

structure: CCCc1cc(Sc2ccc(NS(=O)(=O)c3ccccc3)cc2)n2ncnc2n1
  FECH block = i

Remaining list, next part.
FECH block | molecule
i | O=C(NCCCN1CCCCCC1)C1CCN(c2ccc(-c3cccs3)nn2)CC1
i | CCc1ccccc1NCc1cc(=O)n2[nH]c(NCc3ccccc3)nc2n1
i | COc1ccc(CCC(=O)NC2CC(=O)N(c3ccc(F)cc3)C2)cc1 (stereo unspecified)
i | CSCC(C)NCCCc1nc2ccc(F)cc2[nH]1 (stereo unspecified)
+ | Cc1ccc(C(C)NC(=O)CN2CCC(O)(CN3CCCC3)CC2)cc1 (stereo unspecified)
i | CSc1nccc(-c2c(C)cc(C)cc2C)n1
+ | Cc1ccn2c(=O)cc(COc3cccc(NC(=O)C(C)C)c3)nc2c1
i | CCCCN(Cc1nc2nc(C)cc(C)n2n1)C(=O)c1ccccc1F
i | CCOc1c(Nc2ccccc2C)c(=O)c1=O
i | CC(C)C[C@@H](N)C(=O)N(C)Cc1cc(-c2ccccc2)no1
i | Cc1ccc(NC(=O)c2ccc(CN3C(=O)CCn4nc(C)cc43)cc2)c(Cl)c1
i | CCCCN1C(=O)c2c(NC(C)=O)c3ccccc3n2CC1(C)C(=O)NC1CCCC1 (stereo unspecified)
i | Cc1ccc(S(=O)(=O)NCc2nc3cccnc3n2C(C)C)cc1Cl
i | O=C(NCc1nc(C2CCCCC2)no1)c1cccc(-n2cnnc2)c1
i | CC(C)c1nc(COc2cccc(-n3cnnn3)c2)n(-c2ccccn2)n1
i | Cc1cc(NC(=O)CCCc2ccccc2)n(-c2ncnc3c2cnn3-c2cccc(Cl)c2)n1
+ | Cc1ccc(N2C(=O)CCS2(=O)=O)cc1S(=O)(=O)Nc1ccccc1
i | COc1ccc(-n2nc(CC(C)C)nc2Cn2cccn2)cc1
i | COc1ccc(S(=O)(=O)NCc2nc3cccnc3n2Cc2ccc(C)cc2)cc1
i | Cc1ccc(NC(=O)C2CCN(c3ccc(-c4cccs4)nn3)CC2)cc1F
+ | CCCC1C=CCN1c1ncnc2sc3c(c12)CCNC3 (stereo unspecified)
i | c1cncc(NCCNC2CCSC2)c1 (stereo unspecified)
i | CN1CCC(CN2CCC(CNC(=O)C3CCCCC3)C2)CC1 (stereo unspecified)
i | CC(Cc1cn(Cc2ccoc2)nn1)c1ccccc1 (stereo unspecified)
i | CCN(Cc1nc(COC)no1)C(=O)c1cc2ccccc2s1
i | CCOc1ccccc1CN(CC)C(=O)c1ccc2nccn2c1
i | COc1ccc(C(=O)Nc2cccc(OCc3cc(=O)n4ccc(C)cc4n3)c2)cc1
i | CCNc1nc(-c2nnc(-c3cccc(C)c3)o2)nc2ccccc12
i | CCN1CCN(C(=O)C(=O)NCc2n[nH]c(=O)c3ccccc23)CC1
i | OCc1ccc(-c2nccn2-c2cccc3c2CCC3)o1
i | CC(C)CCn1c(CN2[C@@H]3CC[C@H]2CNC(=O)C3)nc2ccccc21
i | O=C1OCCN1Cc1nc(C2(c3ccc(F)cc3)CCOC2)no1 (stereo unspecified)
i | COc1ccc(CCC(=O)Nc2ccc(Cl)c(N3CCCS3(=O)=O)c2)cc1
+ | CCOc1ccccc1CN(C(=O)c1cn2cc(Cl)ccc2n1)C1CC1
i | Oc1cc(-c2csc3ccccc23)cc2c1OCCN(Cc1cscn1)C2
i | CCc1nc(OCC(=O)NCc2ccc(N(C)C)cc2)c2c(C)c(C)oc2n1
i | CCOc1ccccc1-c1nc(CSc2nc(-c3ccc(Cl)cc3)cc(=O)[nH]2)c(C)o1
i | C=CCN(C(=O)c1ccc2c(c1)no[n+]2[O-])C(C)C
i | CN(Cc1ncc[nH]1)c1nccc(N2CCC(O)C2)n1 (stereo unspecified)
i | Cc1ccc(NC(=O)CCNC(=O)c2onc3ccccc23)c(F)c1

An excerpt from above in order of SMILES length, low to high:
FECH block | molecule
i | CN(Cc1ncc[nH]1)c1nccc(N2CCC(O)C2)n1 (stereo unspecified)
+ | CCOc1ccccc1CN(C(=O)c1cn2cc(Cl)ccc2n1)C1CC1
i | CCc1nc(OCC(=O)NCc2ccc(N(C)C)cc2)c2c(C)c(C)oc2n1
i | CCOc1ccccc1-c1nc(CSc2nc(-c3ccc(Cl)cc3)cc(=O)[nH]2)c(C)o1

(more compounds)
FECH block | molecule
i | Cn1nc(C(=O)O)c2c1CCN(C(=O)CC(c1ccccc1)c1ccco1)C2 (stereo unspecified)
i | CCc1cc(Sc2ccccc2NC(=O)Cc2ccc(OC)cc2)n2ncnc2n1
i | Cc1ccsc1-c1nc(COc2cccc(N3CCOCC3)c2)c(C)o1
i | Cc1nnc(SCCCNC(=O)CCC(F)(F)F)s1
i | CC(C)CN(CC(C)C)c1ncc(NS(=O)(=O)c2cccs2)cc1C(=O)O
i | CNc1cc(C(=O)NCCC2=CSC3=NCCCN23)ccn1
i | Cc1nc(-c2ccc(C(=O)N3CCCC3C(=O)NCc3ccccc3)cc2)no1 (stereo unspecified)
i | Cc1cc2c(cc1S(=O)(=O)N1CCCC1C(=O)NCc1ccccc1Cl)OCC(=O)N2 (stereo unspecified)
i | O=C1c2ccccc2C(=O)N1c1nc2n(n1)C(c1ccc(F)cc1)C=C(c1ccc(Cl)cc1)N2 (stereo unspecified)
i | O=C(c1csc(S(=O)(=O)NCC2CCCO2)c1)N1CCCC1 (stereo unspecified)
i | CCOc1ccccc1CNc1nc(-c2nnc(-c3cccc(C)c3)o2)nc2ccccc12
i | COc1ccc(-c2ccc3nc(CO)[nH]c3c2)cc1Cl
i | COc1ccc(OCC(=O)Nc2cc(N3CCCS3(=O)=O)ccc2C)cc1
i | COC(=O)C1(C(=O)N(C)Cc2ccccc2C(F)(F)F)CC1
i | CC(=O)c1c(C)nn(CC(=O)N2CCCC3(CC2)CNC(=O)O3)c1C (stereo unspecified)
i | O=C1CC(C(=O)NCc2ccccc2)N=C(Nc2ccc(F)cc2)N1 (stereo unspecified)
i | CCN1C(=O)c2ccccc2Sc2cc(-c3noc(-c4ccc(Br)o4)n3)ccc21
i | Cc1ccc(N2CC(NC(=O)Cc3ccccc3)CC2=O)cc1 (stereo unspecified)
i | CCC(C)NC(=O)Cn1c(=O)n(CC2CCC(C(=O)N3CCCCC3)CC2)c(=O)c2sccc21 (stereo unspecified)
i | CCn1cnnc1CN(C)C(=O)Cc1csc(-c2ccccc2)n1
i | COc1ccc(OC)c(NS(=O)(=O)c2cc(-c3ccc(=O)[nH]n3)ccc2Cl)c1
i | Cn1cnc2cc(C(=O)N3CCC(c4[nH]ncc4-c4ccccc4)CC3)cnc21
i | Fc1cccc(-n2c(CN3CCNCC3)nc3cccnc32)c1
i | CSc1ccccc1C(=O)Nc1cc(C)nn1-c1ncnc2c1cnn2-c1ccc(C)cc1C
i | Cc1[nH][nH]c(=O)c1CC(=O)N(C)Cc1ccc2nsnc2c1
i | O=C(NCCc1nc2cccnc2n1-c1ccccc1)Nc1cccc(Cl)c1
i | Cc1cc(C)n2nc(CN(C(=O)c3ccccc3C)c3ccc(F)cc3)nc2n1
i | Cc1nc2ncccn2c1C(=O)N1CCC(c2cc(C(C)C)n[nH]2)CC1

Source: PubChem

A portion of the library; the hit share may differ from the screen's.
